From PubChem
aDG glyco up – activators of alpha-DG glycosylation, primary screen, uHTS, Pro5-aDG cells, AlphaScreen; alpha-DG glycosylation AlphaScreen (IIH6); 0% Pro5, 100% B10-LARGE cell signal; activation, % at 10 µM; 360,000 tested, 0.22% active;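 active means activation of at least 8% versus controls, or a plate z-score of at least 8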;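 further: Pro5 are CHO cells carrying HIG-tagged alpha-DG that lacks glycosylation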
CaV13 ICDI inh – Primary screen for inhibitors of IQ motif and Ca2+-dependent inactivation inhibitor domain binding in CACNA1D, Förster resonance energy transfer in living cells, …. 340,000 tested, 0.098% active. AID 743397. HEK cells, CFP/YFP FRET ICDI-IQ, plate reader, 10 min; percent FRET-ratio fall versus neutral wells. inhibition, % at 12.3 µM;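 active means mean replicate inhibition of at least 30% and at least 1% of replicates passing that level; inconclusive means only one of the two criteria is met; inactive means neither criterion is met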;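 further: 0% = median of the neutral control wells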
Vif inh – HIV Vif self-association inhibitors, primary screen, imaging, HEK293T, single point; HEK293T cells, Vif self-association by quenched fluorescence, 24 h; inhibition, % at 7.49 µM; 340,000 tested, 0.35% active; AID 602346, 2012; in the data active means inhibition above about 50%, passing the limit was not always enough; inconclusive means no clear call, values can overlap the other calls; inactive means below about 31%; further: some results filed as inactive read as strong as hits
ABCB6 inh 2 – ABCB6 transporter inhibitors, primary screen, K562-ABCB6 cells, flow cytometry, MLPCN library | fluorescence ratio to DMSO, % at 10 µM | K562-ABCB6 porphyrin accumulation, 1 h; hits give low values | 360,000 tested, 0.19% active | ATP-binding cassette sub-family B member 6 (Homo sapiens), Q9NP58;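 active means fluorescence ratio to DMSO below 75%, the collection mean minus 3 SD; inconclusive means too few cells collected in the well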;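 further: signal is porphyrin accumulated inside mitochondria; 100% equals median channel fluorescence of DMSO control wells; lower ratio means ABCB6 inhibition with less porphyrin fluorescence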
Target sequence (Q9NP58 whole entry, looked up): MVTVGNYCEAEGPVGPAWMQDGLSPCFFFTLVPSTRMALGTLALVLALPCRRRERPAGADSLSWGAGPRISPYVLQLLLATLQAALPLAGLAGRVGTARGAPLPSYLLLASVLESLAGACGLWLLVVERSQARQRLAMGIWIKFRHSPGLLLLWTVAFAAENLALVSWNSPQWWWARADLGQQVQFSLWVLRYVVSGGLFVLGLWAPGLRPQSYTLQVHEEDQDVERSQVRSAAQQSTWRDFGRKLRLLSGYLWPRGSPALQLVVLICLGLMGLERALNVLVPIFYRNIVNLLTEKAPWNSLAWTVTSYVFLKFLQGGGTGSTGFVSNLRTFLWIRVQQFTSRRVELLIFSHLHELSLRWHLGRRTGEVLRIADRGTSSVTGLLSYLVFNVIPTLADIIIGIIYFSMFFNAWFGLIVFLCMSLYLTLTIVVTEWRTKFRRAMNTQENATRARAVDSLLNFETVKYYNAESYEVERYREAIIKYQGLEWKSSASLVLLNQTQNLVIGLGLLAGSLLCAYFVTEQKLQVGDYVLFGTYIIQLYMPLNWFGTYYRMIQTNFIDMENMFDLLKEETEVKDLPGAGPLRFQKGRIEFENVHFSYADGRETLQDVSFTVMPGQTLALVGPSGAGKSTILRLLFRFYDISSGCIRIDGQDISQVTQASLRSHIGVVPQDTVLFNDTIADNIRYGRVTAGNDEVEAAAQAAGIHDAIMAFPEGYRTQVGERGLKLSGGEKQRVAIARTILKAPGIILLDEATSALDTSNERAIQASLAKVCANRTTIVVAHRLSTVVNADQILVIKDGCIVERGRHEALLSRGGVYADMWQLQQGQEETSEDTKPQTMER
m5-HT2A agonist – mouse Htr2a agonists via beta-arrestin recruitment, primary screen, cell-based, luminescence. 5-hydroxytryptamine receptor 2A (Mus musculus), P35363. CHO-K1 mHTR2A beta-arrestin complementation; percent of 30 µM serotonin response. activation, % at 7.6 µM. 360,000 tested, 0.66% active. AID 624169, 2012;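 active means activation above a run cutoff, the mean activation of all tested compounds plus 3 SD, cut at about 14% in these data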;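 further: 0% = plate median of compound wells and 100% = 30 µM serotonin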
H9c2 protect – cardioprotection against H2O2-induced cell death, primary screen, uHTS, H9c2 cells, ATPLite luminescence; 360,000 tested, 0.63% active; H9c2 cardiomyocytes, H2O2 injury protection, 2 h; protection from H2O2 cell death, % at 20 µM; AID 588492, 2011;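 active means compounds giving at least 50% protection of heart cells from peroxide-induced death in the single-dose screen, raw or plate-pattern-corrected value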;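 further: 0% = DMSO wells with peroxide and 100% = DMSO wells without peroxide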
hiPSC survival – enhancers of single-cell hiPSC survival, primary screen, ATPlite luminescence; 100% = ROCK inhibitor wells, 0% = DMSO; survival enhancement, % at 20 µM; 360,000 tested, 0.044% active; AID 602274, 2012; in the data active means survival enhancement above about 18%;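 further: cells exposed to compounds for 16 hours before the ATP read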
N-glyco inh – increase of ERlucT glycosylation luciferase signal, primary screen, N-linked glycosylation inhibitor project, D54 ERlucT cells, luminescence, set 2. D54 ERlucT glycosylation luciferase reporter, 24 h; percent of 100 nM tunicamycin response. reporter increase, % at 12.5 µM. 360,000 tested, 0.23% active;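 active means mean luciferase reporter signal, scaled so untreated is 0 and the glycosylation-blocking control 100, at or above a set limit in every replicate; inconclusive means mean reaches the limit but not every replicate does; inactive means mean below the limit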;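 further: luciferase carries N-glycosylation sites so blocking glycosylation raises the light; 0% = median of neutral control wells and 100% = median of 100 nM tunicamycin wells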
Granule exo inh – LAMP-1 surface exposure blockers, TALL-104 cells – cell-based, flow cytometry, MLPCN library, primary screen | AID 651702, 2012 | inhibition, % at 10 µM | 360,000 tested, 0.66% active | TALL-104 LAMP-1 surface exposure; cells stimulated with thapsigargin and PMA;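 active means inhibition above about 55%, limit read from the data; inconclusive means no clear call, values can overlap the other calls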
PDI turbidity – inhibitors of human PDI, primary screen, biochemical, turbidity, single point, plate reader; Protein disulfide-isomerase (Homo sapiens), P07237; PDI insulin aggregation turbidity, A650, 90 min; inhibition, % at 10 µM; 350,000 tested, 0.052% active; AID 588391, 2011;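 active means mean inhibition across replicates of 30% or more, whatever share of single replicates reach that level; inconclusive means mean inhibition below 30% while every single replicate reaches 30%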;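 further: absorbance from insulin aggregation driven by PDI reduction with DTT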
* marks the source's active call; other numbers are inactive results; ? = inconclusive; . = no result given.

Results follow in this order: aDG glyco up	CaV13 ICDI inh	Vif inh	ABCB6 inh 2	m5-HT2A agonist	H9c2 protect	hiPSC survival	N-glyco inh	Granule exo inh	PDI turbidity
- Cc1ccc(Nc2nc(C(=O)N3CCC(C(=O)N4CCN(C)CC4)CC3)cs2)cc1
    -0.3	-4	0	95	-3	1	-0.7	-2	1	8
- COc1cc(C(=S)N2CCCC2)ccc1OCC(N)=O
    -0.1	-21	-7	98	3	0	-0.1	3	-10	-5
- NS(=O)(=O)c1ccc(Nc2nc(-c3ccc4ccccc4c3)cs2)cc1
    0.5	-6	-5	100	5	-12	1.7	4	10	2
- O=C(O)c1cn(-c2ccccc2)nc1-c1ccc(F)cc1
    -0.2	-14	0	103	14	-1	0.2	1	2	-8
- Cc1csc(CN(C)C(=O)C2CCC(=O)N(Cc3ccc(Cl)cc3)C2)n1 (configuration not stated)
    0.3	-5	-15	100	-2	1	0.2	-1	-1	1
- FC(F)(F)c1cccnc1Oc1ccc(C2=NCCS2)cc1
    0.0	-20	-15	95	5	-1	0.3	1	-32	-2
- O=S(=O)(c1cnccc1N1CCN(/N=C/c2ccccc2)CC1)N1CCCCC1
    0.1	.	0	104	-2	2	14	1	1	3
- O=C(Nc1ccc(Oc2ccccc2)cc1)C1CCN(c2ncccn2)CC1
    -0.3	-6	10	92	-4	0	0.1	2	-4	-8
- O=[N+]([O-])c1ccc(C=NN=Cc2ccc([N+](=O)[O-])cc2)cc1
    0.0	-5	30	103	-1	0	-1.7	0	3	2
- O=C(O)c1cc2c(cc1NC(=O)c1ccccc1OC(F)F)OCCCO2
    -0.1	-3	0	96	3	-2	0.8	2	-15	-5
- C/C(=N\NC(N)=S)c1cccnc1
    -0.1	-2	-3	99	3	5	0.3	3	-5	7
- O=C(Nc1ccccc1F)c1ccc(-n2cncn2)nc1
    0.0	-5	1	106	1	-3	-2.0	0	1	9
- COCCCn1cnnc1SC(C)C(=O)Nc1ccc(S(=O)(=O)N2CCOCC2)cc1 (configuration not stated)
    -0.1	-17	-1	99	3	0	0.9	2	-14	-1
- CC1=C(Sc2ccccn2)C(=O)NC(C)(C)C1
    -0.4	-4	-4	89	0	4	-1.5	0	-1	7
- O=C(CSc1ccccn1)Nc1ccc2[nH]c(=O)[nH]c2c1
    0.1	-5	0	99	9	15	-0.4	-1	-3	3
- Cc1cccc(N=C2CCCC2C(=O)Nc2cccc(C)c2C)c1C (configuration not stated)
    0.1	-11	1	99	-4	-12	0.8	0	-4	-3
- COc1ccc(NC(=O)[C@@H](NC(N)=O)C(C)C)cc1Cl
    -0.2	-5	0	96	-4	-6	1.6	3	6	-3
- Cc1cccc(CS(=O)(=O)c2ncc(Cl)c(C(=O)NCc3ccccc3)n2)c1
    -0.1	-2	-5	97	-10	-13	-0.4	-21	35	-12
- CCCCn1c(N)c(N(CC(C)C)C(=O)COc2cc(C)ccc2Cl)c(=O)[nH]c1=O
    0.0	-6	-14	99	-1	13	-0.3	0	-2	0
- CC(=O)NC12CC3CC(C1)CC(C(=O)N1CCN(S(=O)(=O)c4ccccc4[N+](=O)[O-])CC1)(C3)C2
    0.0	-6	38	96	2	9	-0.2	1	-1	8
- O=C(c1ccccc1)N(Cc1ccccc1)c1ccccn1
    0.3	-7	0	95	-4	2	6.5	-1	0	-3
- CC12CC(NC(=O)N1CCc1ccccc1)c1cc(Cl)ccc1O2 (configuration not stated)
    2.8	-2	-1	86	3	-30	-2.3	1	1	-10
- CCNc1nc(-c2cc(C)n(Cc3ccco3)c2C)cs1
    0.3	-7	3	110	-2	-3	-1.9	-3	-2	3
- O=S(=O)(c1cccc(Cl)c1)N1CCN(S(=O)(=O)c2ccc3c(c2)OCCO3)CC1
    -0.2	-1	4	99	-1	-11	-2.4	-3	1	4
- COc1ccc(C2C(C#N)=C(N)Oc3cc(C)n(Cc4ccncc4)c(=O)c32)cc1 (configuration not stated)
    -0.1	.	-2	99	-4	5	-1.0	1	-3	3
- N=c1c(S(=O)(=O)c2ccc(Br)cc2)cc2c(=O)n3ccccc3nc2n1Cc1ccccc1
    -0.2	-5	4	98	2	-3	-0.2	0	27	-4
- CCC(CC)C(=O)N=C1SC2CS(=O)(=O)CC2N1CCc1ccc(OC)cc1 (configuration not stated)
    0.1	-7	0	100	-1	-1	-1.1	-1	-1	5
- CSc1ccc(/C=C/C(=O)N2CCCN(C)CC2)cc1
    0.0	-4	2	99	-2	17	1.9	-4	-4	12
- Cc1ccc(C(=O)OCC(=O)NCc2cc(C)c(O)c(C)c2)cc1S(=O)(=O)N1CCCCC1
    0.5	-7	-11	89	0	1	-0.4	-1	0	1
- CCOC(=O)N1CCN(S(=O)(=O)c2cc(OCC(N)=O)c(C)cc2Cl)CC1
    0.1	-3	12	89	-5	-8	-1.4	3	-1	-4
- Sc1nnc(-c2ccc(Cl)cc2)n1Cc1ccccc1
    -0.1	-6	-4	96	0	-4	4.5	-1	-5	2
- O=C(O)C1CCC(=O)N1Cc1ccc(F)cc1 (configuration not stated)
    0.3	-7	9	102	-2	5	0.6	2	-2	1
- Cc1nnc(N/N=C/c2ccc(-c3ccccc3F)o2)n1N
    0.0	-5	.	101	-4	-4	-2.6	8	3	?
- NN(CCO)C(=S)Nc1ccc(Cl)cc1
    -0.2	-6	-3	100	4	-1	-0.9	0	2	4
- CC(C)(C)c1ccc(NC(=O)COC(=O)C2CCCC2)cc1
    -0.3	-3	-1	99	6	9	0.5	2	1	7
- COc1ccc(NC(=O)C(c2ccc(OC)cc2)N(C)C(=O)c2cnccn2)cc1 (configuration not stated)
    0.0	-5	4	103	0	3	6.9	-2	2	2
- Cc1c(C(c2cc3c(cc2Br)OCO3)c2c(C)n(C)n(-c3ccccc3)c2=O)c(=O)n(-c2ccccc2)n1C
    0.2	-7	3	99	-7	1	0.5	-2	-7	8
- CCOc1ccc(-c2cccc(NS(=O)(=O)c3cc([N+](=O)[O-])ccc3C)c2)nn1
    0.3	-1	-9	96	4	-2	0.1	0	2	-1
- COc1cc(OC)cc(C(=O)NCC(=O)OCc2csc(-c3ccccc3)n2)c1
    0.0	-3	5	94	-8	-3	-0.5	0	1	1
- Cn1c(=NC(=O)CS(=O)(=O)c2ccccc2)sc2ccccc21
    -0.5	.	-2	96	-9	-4	-0.4	-1	2	-3
- CC1(c2ccc(Cl)cc2Cl)NC(=O)N(CC(=O)Nc2cccnc2Cl)C1=O (configuration not stated)
    0.2	-4	-14	103	4	-4	-0.2	0	-1	-2
- COc1cc(NC(=O)c2cccc(S(=O)(=O)N3CCCCC3)c2)cc(OC)c1OC
    0.3	-3	7	97	-4	-9	-0.3	1	-1	-8
- c1ccc(CSc2nnc(-c3ccco3)o2)cc1
    0.0	-4	0	103	-2	1	-0.1	-1	-14	4
- COCCOC(=O)N1CCCCC1c1cc(C(=O)NCc2ccc(Cl)c(Cl)c2)no1 (configuration not stated)
    0.0	-9	-2	97	-1	0	-0.4	-1	3	6
- CC(=O)Nc1cncc(-c2ccccc2F)n1
    -0.1	-6	4	94	-3	-2	0.6	5	3	1
- COC(=O)c1nc(NC2=NCCCCC2)n[nH]1
    -0.2	-5	13	105	-5	0	3.4	3	-2	1
- O=C(CSc1nnc(-c2ccco2)o1)NC1CCCCC1
    -0.1	.	3	95	4	5	2.3	1	2	14
- CCNC(=S)N1CCN(S(=O)(=O)/C=C/c2ccccc2)CC1
    -0.1	-5	-2	102	-7	-3	-0.2	0	-1	3
- COc1ccc(-c2nnc(SCC(=O)c3ccc(O)cc3O)o2)cc1
    -0.2	-7	-20	99	0	4	1.0	0	11	1
- COc1cc(NC(N)=S)c(OC)cc1Cl
    0.0	-4	-8	91	3	-7	-0.7	-1	7	1
- Cc1cc(C)cc(Oc2ccccc2/C=N\O)c1
    -0.2	0	1	97	7	-8	-1.8	3	0	3
- CC(=O)NS(=O)(=O)c1ccc(NC(=O)c2ccc(S(=O)(=O)N3CCCC3)cc2)cc1
    0.1	-3	-12	93	0	0	0.3	0	-4	-4
- O=C(Cn1cc(C(=O)c2ccco2)c2ccccc21)NC1CCCC1
    0.1	-5	-9	96	1	5	-0.3	1	-4	-3
- C=CCN1C(=NC(=O)CCCC(=O)O)SC2CS(=O)(=O)CC21 (configuration not stated)
    -0.1	-1	-8	93	4	0	-2.6	3	-1	-2
- CCN(CC)CCCNC(=O)c1ccc(Cl)c(S(=O)(=O)Nc2ccccc2OC)c1
    -0.4	-6	2	98	-3	-1	-0.7	1	-1	1
- Nc1nc(NCCCN2CCOCC2)nc(Nc2ccc(Cl)cc2)c1[N+](=O)[O-]
    0.0	-21	0	100	-3	8	-0.1	16	28	4
- O=C(Nc1cccc(NC(=O)c2ccccc2Cl)c1)c1ccc(F)cc1
    0.3	-21	-1	88	2	0	-0.5	-1	-5	-2
- CC(=C/c1ccccc1)/C=N/Nc1nc(N2CCCCC2)nc(N2CCCCC2)n1
    -0.5	-3	-14	93	1	4	-1.5	-5	-5	0
- O=C1c2ccccc2C(=O)N1CCc1csc(-c2ccc(F)cc2)n1
    -0.1	-3	-16	95	1	11	-1.1	-1	18	2
- COc1ccc(/C=C(\NC(=O)c2ccccc2)C(=O)NCCN2CCOCC2)cc1
    0.1	-3	-14	101	-8	1	0.7	-1	4	-6

The list goes on:
Results follow in this order: aDG glyco up	CaV13 ICDI inh	Vif inh	ABCB6 inh 2	m5-HT2A agonist	H9c2 protect	hiPSC survival	N-glyco inh	Granule exo inh	PDI turbidity
- CCOC(=O)c1c(C)[nH]c(C)c1C(=O)COC(=O)c1ccc(OC)c(OC)c1
    0.1	-47	.	93	2	12	0.2	1	0	2
- CCN(CC)CCCN1CC(O)=C(c2nc3ccccc3s2)C1=N
    0.3	0	.	99	-2	15	0.2	-2	13	2
- CC1CC2=C(C(=O)O1)C(C)Nc1ccccc1N2 (configuration not stated)
    -0.1	-4	2	97	6	-4	-1.9	2	2	-6
- COc1ccccc1CN(C)C(=O)c1cccc(S(=O)(=O)N2CCCC2)c1
    0.0	-5	.	102	2	-5	-2.4	-1	1	3
- Cc1ccccc1N1CCN(CC(=O)Nc2nccs2)CC1
    0.1	-2	8	92	-5	-4	0.3	1	-8	2
- O=C(NCCCn1ccnc1)NC(C(F)(F)F)C(F)(F)F
    -0.2	-5	11	93	1	-3	-0.8	0	14	-3
- CCC(=O)N1Cc2cc(C(=O)Nc3nccs3)nc(-c3cccc(-c4ccccc4OC)c3)c2[C@H]1CCO
    -0.3	-3	.	97	5	.	0.8	.	10	.
- NC(=S)Nc1ccc(S(=O)(=O)c2ccc(NC(N)=S)cc2)cc1
    0.0	-4	18	96	0	5	-1.0	2	-4	-2
